# Source: PubChem
# Tat export inh = inhibitors of E. coli Tat protein transport. E. coli MC4100 TorA-mCherry Tat export, fluorescence. inhibition, % at 10 µM. 340,000 compounds, 0.036% hits;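 active means mean replicate inhibition at least 50% and at least half of replicates individually reaching 50%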;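 further: exported cargo escapes ClpAP degradation while cytoplasmic cargo is degraded and loses fluorescence; 0% = median of neutral control wells and 100% = median of NaSCN control wells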
# PfHsp90 set2 = growth inhibition of yeast expressing Plasmodium Hsp90 | S. cerevisiae expressing PfHsp90, BacTiter-Glo ATP, 48 h; yeast lacking PDR1 and PDR3 efflux regulators | 310,000 compounds, 0.32% hits | AID 504621 | inhibition, % at 9.4 µM;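 active means every replicate shows inhibition above about 80%, whatever the replicate mean, limit read from the data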;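 further: 0% = DMSO neutral controls and 100% = 20 µM radicicol positive controls; yeast relying on Plasmodium falciparum Hsp90 in place of its own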
# phage Ecoli inh = E. coli growth loss with phage present; inhibition, % at 11.9 µM; 360,000 compounds, 0.26% hits; growth absorbance; AID 651602; in the data active means inhibition above about 11%
# AddAB inh = less growth of phage-infected E. coli with AddAB | 330,000 compounds, 0.29% hits | inhibition, % at 11.9 µM | E. coli expressing H. pylori AddAB, absorbance growth | AID 435030; in the data active means inhibition above about 12%;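 further: 0% = vehicle wells of infected cells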
# HTR5A inv ag = inverse agonist of human HTR5A in OPRM1-OPRD1 counter-screen | P47898 | inhibition, % at 9.3 µM | HTR5A cell line, luminescence, inverse agonism | 340,000 compounds, 0.083% hits | AID 504634; in the data active means inhibition mostly above about 23%, no sharp cut-off; inactive means mostly below about 18%;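 further: 0% = cells with DMSO and 100% = no-cell wells with DMSO; some compounds called inactive have numbers as strong as hits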
# Ecoli viability = reduces bacterial viability in AddAB counter-screen; inhibition, % at 11.9 µM; 330,000 compounds, 0.27% hits; E. coli V3065 growth, OD600 absorbance, 18 h;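 active means inhibition above the campaign's mean inhibition across all tested compounds plus 3 SD, cut at about 9.9% in these data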;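 further: uninfected addAB+ strain grown without phage in ampicillin broth; 0% = DMSO wells and 100% = ciprofloxacin 0.95 µg/ml wells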
# MOR-DOR ag = agonists of human mu-delta opioid receptor heterodimerization; P35372+P41143; cells, OPRM1-OPRD1 heterodimerization, luminescence; activation, % at 9.3 µM; 340,000 compounds, 0.3% hits; AID 504326; in the data active means activation above about 18%;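 further: 0% = vehicle-treated cells and 100% = reference agonist; values of inactives mirror those of a sister screen read the other way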
# Target sequence (P35372 whole entry, looked up): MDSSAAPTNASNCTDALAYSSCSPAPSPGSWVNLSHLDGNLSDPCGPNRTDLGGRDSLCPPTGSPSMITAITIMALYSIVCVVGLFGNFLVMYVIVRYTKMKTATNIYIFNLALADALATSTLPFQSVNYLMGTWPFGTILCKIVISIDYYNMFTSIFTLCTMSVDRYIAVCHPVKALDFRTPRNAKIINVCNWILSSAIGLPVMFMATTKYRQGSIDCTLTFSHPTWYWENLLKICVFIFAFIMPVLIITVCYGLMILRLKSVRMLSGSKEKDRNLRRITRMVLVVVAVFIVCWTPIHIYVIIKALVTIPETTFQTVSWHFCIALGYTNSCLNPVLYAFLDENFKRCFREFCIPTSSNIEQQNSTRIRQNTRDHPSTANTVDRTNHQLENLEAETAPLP
# Target sequence (P41143 whole entry, looked up): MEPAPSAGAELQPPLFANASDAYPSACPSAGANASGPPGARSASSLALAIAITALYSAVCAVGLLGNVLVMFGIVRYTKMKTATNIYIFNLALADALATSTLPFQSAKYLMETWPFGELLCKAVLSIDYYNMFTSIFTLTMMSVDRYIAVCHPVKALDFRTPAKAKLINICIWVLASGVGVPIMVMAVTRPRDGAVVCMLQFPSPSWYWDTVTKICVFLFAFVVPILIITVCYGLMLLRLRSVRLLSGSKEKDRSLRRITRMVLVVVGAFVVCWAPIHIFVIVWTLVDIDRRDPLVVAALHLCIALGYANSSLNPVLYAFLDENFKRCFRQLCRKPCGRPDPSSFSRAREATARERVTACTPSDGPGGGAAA
# OPRM1-OPRD1 inv = mu-delta opioid heterodimer inverse agonism; P35372+P41143; AID 504357; 340,000 compounds, 0.21% hits; inhibition, % at 9.3 µM; cell-based MOR-DOR heterodimer luminescence; in the data active means inhibition above about 22%, passing the limit was not always enough;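 further: 0% = cells with DMSO and 100% = wells without cells with DMSO; values of inactives mirror those of a sister screen read the other way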
# SUMO Mot1 rescue = inhibitors of SUMOylation pathway: yeast Mot1-301 growth rescue. 320,000 compounds, 1% hits. S. cerevisiae Mot1-301 growth rescue, ATP luminescence, 38.5C; percent above DMSO median, 100 means doubled. AID 2716. growth rescue, % at 18.8 µM;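 active means every valid replicate shows activation above 250% relative to neutral control wells; inactive means the rest, any valid replicate at or below 250%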;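 further: OY570 slx delta 5 strain wells were the positive control but not used for scaling; some compounds called inactive have numbers as strong as hits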
# PKA-R2B activ = activators of human PKA-R2B complex; P22694+P31323; PKA-R2B holoenzyme dissociation, Cy5-IP20 fluorescence polarization; R2B truncated from residue 108, S112A mutant; 0% DMSO only, 100% 113 µM cGMP; activation, % at 11.4 µM; 340,000 compounds, 0.079% hits;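 active means activation above a cutoff set at the mean over all compounds plus 3 SD, cut at about 18% in these data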;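 further: higher means more holoenzyme dissociation and a rise in polarization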
# PKA-R1A act = activators of PKA-R1A complex; PKA-R1A dissociation, Cy5-IP20 fluorescence polarization; scaled: DMSO 0%, 113 µM cGMP 100%; AID 504707; activation, % at 11.4 µM; 340,000 compounds, 0.083% hits;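 active means percent activation above the mean of all tested compounds plus 3 SD, cut at about 19% in these data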;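 further: higher means more PKAc released from R1A so a rise in polarization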
# An asterisk follows results filed as active; i = inactive; · = no result given.
SMILES,Tat export inh,PfHsp90 set2,phage Ecoli inh,AddAB inh,HTR5A inv ag,Ecoli viability,MOR-DOR ag,OPRM1-OPRD1 inv,SUMO Mot1 rescue,PKA-R2B activ,PKA-R1A act
CCCN(CC1CC1)C(=S)NC(=O)c1ccccc1Br,5,16,-1.1,-0.9,9,-4.6,-0.8,4,1,10,-9
Cc1ccc(NC(=O)c2c(-c3ccccc3)noc2C)nc1,5,-12,0.6,-0.2,-1,1.6,-2.8,17,-3,5,-9
Cc1ccc(S(=O)(=O)CC2CSc3nnc(C)c(=O)n32)cc1 (stereo not drawn),1,·,-0.5,1.9,-33,-0.5,0.9,-5,25,3,1
O=C(Cn1ncc(Cl)c(Cl)c1=O)N1CCN(S(=O)(=O)c2ccc3ccccc3c2)CC1,-8,-26,1.6,-1.1,17,-2.5,-2.7,14,-12,-15,-9
COc1ccc(OC(=O)C2CC(=O)N(c3ccc(C)cc3)C2)cc1 (stereo not drawn),6,-8,3.1,1.4,14,1.9,0.4,-2,27,-2,3
CCNC(=O)COC(=O)c1ccc(-c2nc3ccccc3s2)s1,-10,13,2.9,1.9,5,0.4,-0.9,4,-43,18,9
CCC[C@@H](CN1CCC[C@H]1CN1C(N)=NC[C@H]1C(C)C)N1C[C@@H](Cc2ccccc2)N(CCCC2CCCC2)C1=N,5,-21,-2.4,2.4,-2,1.6,-0.2,1,-23,-4,2
O=C(CNC(=O)c1ccc(Cl)cc1)OCN1C(=O)c2ccccc2C1=O,4,·,2.8,0.6,0,-0.2,-2.1,11,-4,-13,-5
CC1CCN(C(=O)Cn2nnc(-c3ccc(N)cc3)n2)CC1,-8,11,2.9,-0.1,2,1.6,-3.8,18,12,-4,-2
O=C(CN1C(=O)CCSc2ccccc21)Nc1ccc2c(c1)OCO2,2,3,2.5,0.3,11,0.4,-1.4,7,0,-4,1
Cc1ccc(OCCn2cnc3c(N)ncnc32)cc1,-5,-16,2.0,1.4,-9,-0.8,1.0,-6,3,1,5
O=C1C=C(c2cc(F)ccc2F)C[C@@H](c2ccc(F)cc2)C1,7,-5,-0.2,1.4,8,-1.7,5.2,-30,-14,0,-22
O=C(CCN1C(=O)c2ccccc2C1=O)Oc1ccc2ccccc2c1,-4,9,4.4,1.9,-13,1.4,-1.2,7,·,-3,-4
Cc1nccn1-c1ccc(C(F)(F)F)cc1NC=O,-1,-12,4.3,-1.6,3,-0.7,-2.9,16,93,6,-3
O=C(NC1CCN(Cc2ccccc2)CC1)C1COc2ccccc2O1 (stereo not drawn),-9,-2,2.5,0.3,3,-0.9,-0.4,3,273*,-9,9
COc1cccc(C(=O)NCc2cccnc2)c1,3,11,1.2,-2.5,-2,-1.1,-1.6,9,-9,-3,-2
Cc1c(C(=O)NCCc2ccc3c(c2)OCCO3)oc2ccccc12,-4,8,1.1,-0.8,10,-0.3,1.0,-5,1,-14,-12
CCC(C)(C(=O)NC1CCCC1)N(C(=O)CC1NC(=O)NC1=O)c1ccc(C)cc1 (stereo not drawn),-7,-5,1.4,0.7,-12,-1.6,-2.1,13,-7,0,2
Cc1cc(Cl)ccc1OCc1nc(-c2ccc(O)cc2)n[nH]1,7,·,3.2,1.8,-14,0.8,-2.1,12,-9,-10,-1
CN(C)c1ccc(C(CC(=O)c2ccccc2)C2CCCCC2=O)cc1 (stereo not drawn),-4,6,3.0,3.7,-13,0.7,-0.2,1,6,6,-3
O=C(OCC(=O)N1CCN(c2cccc(Cl)c2)CC1)c1ccco1,8,2,2.5,1.0,7,0.2,-3.1,12,99,6,-5
Cc1[nH]c2ccccc2c1/C=C/c1nc2ccccc2c(=O)n1CCO,-5,8,1.4,-0.9,16,-1.9,-1.9,10,85,-2,-3
O=C(Cc1ccccc1)Nc1cccc(S(=O)(=O)N2CCCCCC2)c1,1,35,-0.4,2.5,3,-0.5,-0.6,2,67,3,-7
COc1ccc(C)cc1NC(=O)CSc1nnc(-c2ccc(OC)c(OC)c2)n1N,0,5,4.0,0.5,-27,-1.4,-2.1,11,i,7,2
CSc1cccc(NC(=O)C2CCCN(S(=O)(=O)c3cccs3)C2)c1 (stereo not drawn),-6,-30,1.1,3.4,-6,1.3,0.4,-2,-10,-5,-2
Cc1cc(Nc2cccc(F)c2)nc(NCc2ccccc2)n1,0,-1,-2.4,2.9,-9,1.6,6.8,-35,79,-3,-6
O=[N+]([O-])c1cc(/C=N\O)ccc1Oc1ccc(F)cc1,-6,9,4.0,0.1,7,0.6,-2.2,10,-15,-5,-2
CCc1nnc(SCc2ccc(OC)c(Br)c2)n1N,-7,9,0.7,1.8,7,-2.3,-0.5,2,2,-5,-9
CCOC(=O)C1(Cc2cccc(OC)c2)CCCN(Cc2ccc(NC(C)=O)cc2)C1 (stereo not drawn),-5,8,2.5,-1.1,15,-0.7,-2.4,12,8,-11,-4
CCC(C)(C)NC(=O)C(c1ccc(OC)cc1)N(C(=O)CCC(=O)Nc1cc(C)on1)c1ccc(F)cc1 (stereo not drawn),1,5,-2.3,1.4,6,-2.5,-0.6,4,0,2,11
CC(C)c1nnc(NC(=O)COc2ccccc2[N+](=O)[O-])s1,5,6,0.8,0.3,·,1.1,·,·,-8,·,·
CCO[C@H]1OC(C(=O)N2CCN(Cc3ccc4c(c3)OCO4)CC2)=C[C@@H](c2ccccc2)[C@@H]1CCCO,7,-1,0.7,2.3,-39,-0.9,-1.8,10,6,-14,-10
CN(C)CCCN(C(=O)CCc1ccccc1)c1nc2ccc(Br)cc2s1,11,13,3.6,2.0,-5,-3.3,2.1,-11,-44,-9,-16
CCCCn1nnnc1NCc1ccc(N2CCCC2)cc1,-3,-9,1.5,1.4,-19,-1.0,-1.2,5,22,-2,-5
COCCN(CC(=O)Nc1cccc(C)c1C)C(=O)c1oc2ccccc2c1C,-7,9,-0.3,1.2,14,-0.6,-2.3,9,4,1,-11
CN(Cc1nccn1C)C(=O)C1CCC(=O)N(CCc2ccc(Cl)cc2)C1 (stereo not drawn),-1,23,0.9,1.1,-1,0.6,-0.7,5,157,-8,-3
NS(=O)(=O)c1cccc(NC(=O)COC(=O)Cc2ccc(Cl)cc2)c1,-3,-1,3.4,2.7,7,-0.9,-3.4,16,-1,-9,-5
COc1ccc(/C=C/C(=O)OCC(=O)c2c(N)n(C)c(=O)n(C)c2=O)cc1,11,51,2.4,0.2,8,-1.1,-0.7,4,-10,-1,2
COc1ccc(N2C(=O)C(=O)/C(=C(/O)c3ccc(C)cc3)C2c2cccnc2)cc1 (stereo not drawn),-4,-16,-0.9,1.5,8,1.6,-0.6,4,0,5,-5
CON(C)C(=O)c1ccccc1N(C)C(=O)OC(C)(C)C,-13,12,0.9,-0.6,-24,0.9,-4.7,21,15,-3,-11
CSCC[C@H](NC(=O)Cc1ccc(Cl)cc1)C(=O)N1CCC2(CC1)NCCc1[nH]cnc12,2,1,0.7,2.0,0,-1.6,-1.0,6,-9,7,1
COc1ccc(CNCc2ccc3c(c2)OCO3)c(OC)c1OC,-4,-11,2.5,·,-11,·,-1.2,7,1,7,0
COc1cc(/C=C2\SC(=O)NC2=O)ccc1OCC(=O)N1CCOCC1,3,10,3.8,2.6,6,-1.2,-1.8,9,-12,-1,-9
CS(=O)(=O)N1CCc2ccccc2C1,2,1,0.9,-1.1,2,-1.9,-1.1,6,-21,-5,-10
CC(C)c1ccc(NC(=O)NC2CCCCC2)cc1,0,-5,·,3.0,-2,2.6,1.1,-6,396,1,3
CSc1ccccc1OCc1cc(C(=O)N2CCN(c3ncccn3)CC2)no1,-3,-5,3.4,1.8,0,-1.4,1.7,-7,-12,-3,-15
Cc1ccc(C(=O)NCC(=O)OCC(=O)c2c(N)n(C)c(=O)n(C)c2=O)s1,0,4,3.4,-0.6,17,-0.7,-1.7,8,-14,-5,-5
COc1ccc2ncc(OC(C)=O)cc2c1,1,-2,4.1,1.4,6,1.0,-1.9,10,5,3,-6
COc1ccccc1CC(=O)Nc1ccc(S(=O)(=O)N2CCN(C)CC2)cc1,0,-26,-1.2,-1.0,-14,1.1,-3.2,18,0,-7,-10
CCc1nn(CCCC(=O)NCc2ccc(OC(C)C)cc2)c(=O)c2cc3occc3n12,2,-2,1.5,-1.4,-3,-3.1,0.0,0,-18,-7,3
CCCN1CCN(C(=O)C2CCN(c3ncnc4c3nc3n4CCCCC3)CC2)CC1,-6,-38,2.8,2.4,-2,-1.1,-4.0,21,-5,4,0
COC(=O)C1CCN(C(=O)COC(=O)/C=C/c2ccc(O)c(OC)c2)CC1,3,-18,1.1,-0.8,29,0.4,-5.0,19,14,-9,-7
COc1ccc(N(C(=O)COc2ccc(C)cc2)S(=O)(=O)c2ccc(C)cc2)cc1,-1,3,-0.9,2.0,24,-0.8,-1.3,6,-16,-13,0
Cc1ccc(C)c(-n2nnnc2SCC(=O)NNC(=O)c2ccco2)c1,-1,-4,3.8,-1.1,5,-1.0,-0.2,1,-14,-14,-2
Cc1cc(C(=O)NC(=S)Nc2cccc(NC(=O)C(C)C)c2)ccc1[N+](=O)[O-],-2,-7,5.3,3.3,17,2.3,-2.2,12,-1,-1,-4
Cc1ccc(C(=O)c2coc3c2C(=O)C(=O)c2ccccc2-3)cc1,-10,141*,-1.3,1.6,-33,-1.6,13,-73,3,-1,-11
COCC(C)N=CC1=C(O)CC(C)(C)CC1=O (stereo not drawn),5,-63,-0.4,0.9,-9,-0.8,-2.1,12,17,2,1
CCCCCCCNC(=O)C1(CC2CC(c3ccccc3)=NO2)CCNCC1 (stereo not drawn),-3,0,2.5,3.9,7,-3.9,-1.6,9,7,2,3
O=C(c1ccccc1)N1CCn2c1nc1ccccc12,3,-33,3.0,-0.8,·,3.6,·,·,-20,-3,3
CNC(=O)c1c2c(nc3ccc(Br)cc13)CCCC2,-1,24,0.6,2.9,8,-0.8,3.7,-27,-2,0,-2
CCCCNC(=O)Cn1cnc2sc(C)c(S(=O)(=O)N3CCN(c4ncccn4)CC3)c2c1=O,-1,10,4.4,2.3,-5,1.6,-3.2,15,9,7,-11
C=CCn1c(=O)c(C(=O)Nc2ccc(C)cn2)c(O)c2ccccc21,-8,-17,-0.1,2.3,10,0.0,-2.8,14,8,-2,-13

# Rows were taken by chance; any-hit rate near 2.2%.
